Screening data from PubChem BioAssay.
NSD2 inh: inhibitors of human histone methyltransferase NSD2; NSD2 peptide methylation, AlphaScreen, 120 min; inhibition, % at 12.5 µM; 0.54% of 310,000 active; AID 743445; in the data active = inhibition above about 50%
RTF Ca sens inh: cardiac RTF calcium desensitization; P19429+P45379; IANBD-labeled cardiac RTF, Ca2+ fluorescence; inhibition, % at 7.15 µM; 0.12% of 340,000 active;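 active = inhibition above the mean inhibition of all tested compounds plus 3 SD, cut at about 17% in these data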;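 note: assay run at fixed EC70 calcium of 1.6 mM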
PvdQ inh: blocks Pseudomonas aeruginosa PvdQ acylase activity; purified PvdQ acylase, fluorescence plate reader; AID 488965; inhibition, % at 10 µM; 0.063% of 340,000 active; in the data active = inhibition above about 30%, passing the limit was not always enough;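 note: 0% = vehicle neutral wells and 100% = reference inhibitor wells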
dFosB act: enhances mouse delta FosB homodimer DNA binding | P13346 | purified delta FosB, TAMRA-CDK5 oligo fluorescence polarization; percent of positive-control signal above neutral wells | activation, % at 25 µM | 0.99% of 340,000 active;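 active = mean activation above about 17%, with every replicate also reaching it, limit read from the data, passing the limit was not always enough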;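 note: fluorescence polarization rise as delta FosB binds a TAMRA Cdk5 AP-1 oligo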
Target sequence (P13346 whole entry, looked up): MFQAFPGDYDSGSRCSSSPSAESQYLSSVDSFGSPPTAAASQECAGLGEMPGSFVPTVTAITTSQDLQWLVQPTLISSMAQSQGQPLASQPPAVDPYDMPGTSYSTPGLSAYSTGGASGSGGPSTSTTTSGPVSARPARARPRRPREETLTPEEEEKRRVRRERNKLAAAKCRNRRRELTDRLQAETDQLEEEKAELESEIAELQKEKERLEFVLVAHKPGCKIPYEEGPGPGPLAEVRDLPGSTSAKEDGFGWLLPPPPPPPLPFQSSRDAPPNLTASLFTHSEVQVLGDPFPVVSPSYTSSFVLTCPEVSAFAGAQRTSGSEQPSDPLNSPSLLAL
Keap1 Nrf2 FP: disrupts human Keap1 binding to Nrf2 peptide; Keap1 Kelch-Nrf2 peptide fluorescence polarization, 1536-well; inhibition, % at 9.4 µM; 0.15% of 340,000 active; in the data active = inhibition above about 12%;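 note: human Keap1 Kelch domain with fluorescein labeled Nrf2 9mer peptide probe; 0% = neutral control wells and 100% = peptide positive control; higher means more block of Keap1 binding to Nrf2 peptide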
Target sequence (Q14145 whole entry, looked up, the tested form may be a part): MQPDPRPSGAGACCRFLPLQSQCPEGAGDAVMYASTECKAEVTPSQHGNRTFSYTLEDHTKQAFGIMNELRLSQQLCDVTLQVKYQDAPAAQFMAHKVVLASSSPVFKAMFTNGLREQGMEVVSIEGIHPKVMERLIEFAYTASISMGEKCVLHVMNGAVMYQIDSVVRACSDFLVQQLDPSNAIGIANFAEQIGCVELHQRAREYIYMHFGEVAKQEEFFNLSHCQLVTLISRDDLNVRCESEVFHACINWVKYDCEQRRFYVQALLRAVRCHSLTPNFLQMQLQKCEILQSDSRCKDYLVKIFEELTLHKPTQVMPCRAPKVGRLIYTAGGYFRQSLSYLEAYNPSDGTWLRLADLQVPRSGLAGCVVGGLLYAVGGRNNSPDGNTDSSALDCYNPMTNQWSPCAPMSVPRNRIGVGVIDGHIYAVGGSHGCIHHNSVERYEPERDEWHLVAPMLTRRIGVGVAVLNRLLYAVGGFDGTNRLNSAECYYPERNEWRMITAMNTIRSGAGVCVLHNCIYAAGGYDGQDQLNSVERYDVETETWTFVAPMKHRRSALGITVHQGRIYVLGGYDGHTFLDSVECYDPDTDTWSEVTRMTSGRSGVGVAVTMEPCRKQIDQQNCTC
Rtt109 Vps75: inhibitors of Candida albicans Rtt109/Vps75 histone acetyltransferase; Q5AAJ8; purified Rtt109/Vps75, ThioGlo CoA-SH fluorescence, 4 h; inhibition, % at 34.9 µM; 0.16% of 330,000 active;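 active = inhibition of at least 50% in every replicate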
LANA DNA inh: inhibitors of KSHV LANA C-terminal domain DNA binding | inhibition, % at 9 µM | MBP-C-LANA/FAM-LBS DNA binding, fluorescence polarization | AID 504423 | 0.078% of 340,000 active;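 active = highest replicate inhibition at or above 60% at 9 µM, even if other replicates fall short; inactive = all replicates below 60% inhibition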;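 note: 0% = neutral control wells and 100% = 4 µM acridine orange control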
RTF Ca sens act: increases calcium sensitivity of human cardiac regulated thin filaments. P19429+P45379. IANBD-labeled TnC RTF fluorescence at EC20 calcium; 0% EC20 calcium, 100% full calcium. AID 493008. 0.24% of 340,000 active. activation, % at 7.2 µM;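 active = activation above the mean over all tested compounds plus 3 SD, cut at about 30% in these data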;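 note: rise in fluorescence read as greater calcium sensitivity of cardiac thin filaments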
CDK5 inh: blocks human CDK5/p35 kinase activity | Recombinant CDK5/p35, ADP-Glo luminescence, 60 min | inhibition, % at 10 µM | 0.01% of 330,000 active | AID 488839;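 active = highest replicate inhibition of at least 50% and at least 75% of replicates reaching 50%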;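 note: plate controls were DMSO neutral control for no effect and GW8510 at 10 µM for full effect; many of its hits are not listed in these tables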
Mot1-301 SUMO: blocks SUMOylation pathway, rescuing yeast Mot1-301 growth. S. cerevisiae Mot1-301 growth rescue, ATP luminescence, 38.5C; percent above DMSO median, 100 means doubled. AID 2716. growth rescue, % at 18.8 µM. 1% of 320,000 active;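 active = every valid replicate shows activation above 250% relative to neutral control wells; inactive = the rest, any valid replicate at or below 250%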;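 note: OY570 slx delta 5 strain wells were the positive control but not used for scaling; some compounds called inactive have numbers as strong as hits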
PfHsp90 yeast 2: growth inhibition of yeast expressing Plasmodium Hsp90 | S. cerevisiae expressing PfHsp90, BacTiter-Glo ATP, 48 h; yeast lacking PDR1 and PDR3 efflux regulators | inhibition, % at 9.4 µM | 0.32% of 310,000 active;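 active = every replicate shows inhibition above about 80%, whatever the replicate mean, limit read from the data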;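 note: 0% = DMSO neutral controls and 100% = 20 µM radicicol positive controls; yeast relying on Plasmodium falciparum Hsp90 in place of its own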
Numbers without * were called inactive; x = not tested or not shown.

SMILES	NSD2 inh	RTF Ca sens inh	PvdQ inh	dFosB act	Keap1 Nrf2 FP	Rtt109 Vps75	LANA DNA inh	RTF Ca sens act	CDK5 inh	Mot1-301 SUMO	PfHsp90 yeast 2
CCC1Oc2ccccc2N(CC(=O)NCCN2CCCC2)C1=O (centres undefined)	2	1	-7	-6	-5	-1	-1.4	-7	-0.1	-5	-9
O=C(Oc1oc(-c2ccco2)nc1C=Nc1ccccc1)c1ccco1	x	-1	-3	-1	-15	-3	-2.2	2	3.6	-6	21
CCCCOc1ccc(C2=NNC(=O)CC2)cc1	-5	-13	1	-5	-1	x	0.1	-2	0.6	-1	-8
Cc1cc([N+](=O)[O-])ccc1NC(=O)COc1nsnc1N1CCOCC1	0	-5	-5	-3	1	1	0.4	-7	-1.9	12	-18
COc1cc(NC(=O)CN(C)S(=O)(=O)c2ccc(C)cc2)cc(OC)c1	-1	-14	-5	-5	-3	-4	-1.9	3	1.1	45	4
Nn1c(SCC(=O)Nc2ccc3c(c2)OCCO3)nnc1-c1ccncc1	0	-1	-7	3	0	-8	1.5	-1	-2.9	20	13
Cc1c(NC(=O)CN2CCN(C(c3ccccc3)c3ccccc3)CC2)c(=O)n(-c2ccccc2)n1C	1	3	-12	-12	2	15	-1.4	6	0.5	-16	-5
O=C(Cn1c(NCCCCl)nc2ccccc21)c1ccccc1	x	1	5	-4	1	-1	3.8	4	1.6	14	x
CCOc1ccc(N(C)S(=O)(=O)c2ccc3[nH]cc(C(=O)NCC4CCCO4)c(=O)c3c2)cc1 (centres undefined)	1	-3	-12	-25	-5	-8	0.0	4	0.5	73	-51
CCc1ccccc1NC(=O)CCN1C(=O)C2C3CCC(C3)C2C1=O (centres undefined)	0	-3	-3	3	-1	8	-0.7	-2	-0.6	9	-21
CCC(C(=O)OCC(=O)N1C(C)CCCC1C)c1ccccc1 (centres undefined)	1	-9	-12	1	-4	0	-3.9	-1	-0.3	-5	-3
CCOC(=O)CSc1c(-c2cccs2)[nH]c2ccccc12	-4	-5	-18	-9	0	4	0.9	-1	x	-5	-37
O=C(Cn1cc2c(n1)CCCC2)NC1CCCCCC1	x	-6	-16	2	-2	0	-0.7	2	0.8	86	0
CCCCc1ccc(NC(=O)CC(C)C)cc1	1	-13	-12	-6	-2	3	0.9	-3	-2.8	27	34
CN(CC(=O)N1CCCCC1)S(=O)(=O)c1cccc2nsnc12	-3	-4	16	-2	-3	7	-0.6	-6	2.2	6	-2
Cc1ccccc1NC(=O)C(C)n1c2ccccc2c2nc(=O)cc(C)n21 (centres undefined)	9	-1	14	-3	-1	16	-1.2	1	1.4	-16	11
CC12CCC(C(=O)Nc3ccccc3Cl)(C(Br)C1=O)C2(C)C (centres undefined)	-4	2	-6	-3	-2	-6	-0.1	6	1.5	45	2
Cc1c(O)ccc(/C=N/Nc2ncccc2[N+](=O)[O-])c1O	-1	-1	-3	-6	-3	5	0.7	-3	1.0	-17	8
COC(=O)Cn1cc(/C=C/c2cc[n+](C)cc2)c2ccccc21	4	-117	-9	2	-87	1	-9.4	86*	-0.3	-23	8
COc1ccc(OC)c(/C=C/C(=O)OCC(=O)N2C(C)CCCC2C)c1 (centres undefined)	-8	7	0	-3	2	-1	2.0	-6	0.1	-15	x

Structures listed so far that contain an NH in an aromatic ring, in the order listed:
SMILES	NSD2 inh	RTF Ca sens inh	PvdQ inh	dFosB act	Keap1 Nrf2 FP	Rtt109 Vps75	LANA DNA inh	RTF Ca sens act	CDK5 inh	Mot1-301 SUMO	PfHsp90 yeast 2
CCOc1ccc(N(C)S(=O)(=O)c2ccc3[nH]cc(C(=O)NCC4CCCO4)c(=O)c3c2)cc1 (centres undefined)	1	-3	-12	-25	-5	-8	0.0	4	0.5	73	-51
CCOC(=O)CSc1c(-c2cccs2)[nH]c2ccccc12	-4	-5	-18	-9	0	4	0.9	-1	x	-5	-37

Later entries:
SMILES	NSD2 inh	RTF Ca sens inh	PvdQ inh	dFosB act	Keap1 Nrf2 FP	Rtt109 Vps75	LANA DNA inh	RTF Ca sens act	CDK5 inh	Mot1-301 SUMO	PfHsp90 yeast 2
O=S(=O)(Nc1ncccn1)c1ccc(NC(=S)Nc2ccc(Cl)cc2)cc1	x	-6	12	-4	-3	4	0.2	0	0.0	-9	19
O=C(c1nc2ccc(Cl)cn2c1CNCCc1cnccn1)N1CCCCCCC1	0	-12	-10	-7	-1	5	-0.2	2	-0.6	10	-4
Cc1nc2cc(NCc3ccccc3O)ccc2n1Cc1ccccc1	0	2	4	-10	1	-2	0.8	3	-0.7	5	-12
CC(=O)Nc1ccc(SCC(=O)NCCc2ccc(F)cc2)cc1	-4	-15	-14	-3	4	-4	2.3	8	0.7	-6	17
Cc1cc(C)c(C2C(C#N)=C(N)Oc3n[nH]c(C)c32)cc1CN1CCCC1 (centres undefined)	3	-6	2	-9	-8	6	-0.6	0	-0.7	-14	9
CC(=O)c1ccc(NC(=O)CNCC(c2ccccc2)N(C)C)cc1 (centres undefined)	1	-10	-10	-5	-2	16	0.8	6	0.7	-6	x
Cc1nn(-c2ccccc2)c(C)c1C1C(C#N)=C(N)Oc2n[nH]c(C)c21 (centres undefined)	13	8	-13	0	0	x	0.5	0	1.7	-16	6
CCOC(=O)CSc1nnc(CNc2cccc(Cl)c2)n1C	-2	-4	-19	-6	-3	1	2.4	-7	0.6	75	-11
O=C(O)c1cccc(S(=O)(=O)Nc2ccc3c(c2)CCC3)c1	0	-3	0	-8	0	-5	0.4	2	0.8	86	5
O=C1/C(=C/c2ccccn2)SC(=S)N1CCc1ccccc1	-3	-3	-15	0	2	-6	13	-4	-0.1	8	-11
Cc1ccsc1CNC12CC3CC(CC(C3)C1)C2	1	2	-9	5	1	10	2.4	0	-0.7	25	x
COC(=O)Cc1csc(Nc2ccc(F)c(Cl)c2)n1	0	-7	2	-5	-2	-17	-0.8	0	0.3	-15	-12
COc1cc(CNc2cccc3[nH]c(C(F)(F)F)nc23)cc(OC)c1	-2	-3	-6	-14	-4	8	0.1	0	1.8	-27	-20
CCn1c(C(=O)N2CCC(C(=O)NCCCSC3CCCCC3)CC2)cc2sccc21	x	-2	4	-8	-1	15	2.5	4	-0.5	33	-8
COc1ccc([N+](=O)[O-])cc1/C=N/Nc1nn[nH]n1	1	-5	-4	9	2	1	-1.5	3	0.5	-14	0
O=C(Nc1nc2ccccc2n1Cc1ccccc1)c1ccc(COc2ccccc2[N+](=O)[O-])o1	-3	5	0	4	-4	5	0.5	-3	-1.0	-10	x
O=C(NC1CCS(=O)(=O)C1)Oc1ccc(Cl)cc1 (centres undefined)	-3	-6	-9	0	0	-16	-0.3	0	-1.1	-11	-27
CCC(=O)N1CCCc2ccccc21	-1	3	-3	-1	1	0	1.1	-6	0.0	-14	11
Cc1cccnc1NC(=O)COc1ccc2oc3c(c2c1)CCCC3	1	5	-1	-5	-5	22	0.9	-5	-2.0	14	-22
CSc1ccc(S(=O)(=O)Nc2ccc(N3CCOCC3)c(Cl)c2)cc1	11	-5	-10	-4	3	x	0.5	-5	0.2	53	-20
O=C(NCc1cccnc1)c1ccc(CS(=O)(=O)Cc2ccc(Cl)cc2)o1	-3	2	-10	-3	-3	-6	0.2	3	0.5	357	28
COc1ccc(C(=O)OC(C)C(=O)NC(C)CCc2ccccc2)c(OC)c1 (centres undefined)	0	2	-2	-12	1	9	1.0	-7	0.1	-31	4
O=C(c1ccc2ccccc2c1)N1CCCCC1	-4	-4	-9	2	1	-12	0.1	-2	1.2	8	-19
CCC(CO)NC1=C([N+](=O)[O-])C(=O)CC(C)(C)C1 (centres undefined)	1	-11	-1	8	-2	-14	-1.1	-1	-1.2	-17	-14
c1ccc(-c2nnc(CSc3nnc(-c4cccs4)o3)o2)cc1	-2	-2	-13	0	-6	-2	1.5	4	-0.8	-15	24
COc1cc(C(=O)Nc2cccc(S(=O)(=O)NCc3ccco3)c2)cc(OC)c1OC	2	-7	-16	-15	0	4	-1.9	-2	-2.2	0	-11
Cn1c(=O)c(=O)n(C)c2cc(S(=O)(=O)CCC(=O)Nc3ccc(F)cc3)ccc21	x	-3	-5	-4	-2	-1	-1.7	2	-1.1	19	-17
Cc1ccc(/C=N/NC(=O)CN2C(=O)CSc3ccccc32)o1	0	4	-11	5	6	-4	1.0	-2	-0.2	-7	0
CN(CC(=O)Nc1ccccc1Cl)C(=O)C1CCN(S(=O)(=O)c2ccc3c(c2)OCCO3)CC1	-2	-10	-20	-11	1	0	1.0	6	1.1	2	x
COc1cc(CNc2ccc3[nH]c(=O)[nH]c3c2)ccc1OCc1c(F)cccc1Cl	-5	3	-1	-6	-1	2	3.3	-4	-0.3	-6	-19
Cc1ccc(C(=O)N/C(=C\c2cn(C)c3ccccc23)C(=O)NCCCn2ccnc2)cc1	11	-7	-8	-5	-1	9	-2.0	7	-0.3	13	4
O=S(=O)(NCCN1CCN(S(=O)(=O)c2ccccc2F)CC1)c1ccccc1F	1	-6	-8	-14	-9	1	-1.8	4	0.5	-6	14
COc1ccc(C(CNC(=O)c2ccc(C)c(S(=O)(=O)N3CCCCC3)c2)N2CCCC2)cc1 (centres undefined)	-5	-1	-17	-2	-3	-11	-0.6	2	0.6	x	x
Cc1ccc(Cn2ccc(NC(=O)c3nc4ncccn4n3)n2)cc1	6	-8	-3	2	0	-5	-1.1	-1	-0.5	-25	9
O=C1Cc2ccccc2C(=O)N1c1cccc(Cl)c1	1	-3	1	-3	2	18	0.1	3	0.8	-22	-6
O=C(COc1ccccc1[N+](=O)[O-])Nc1ccc(NC(=O)c2cc3ccccc3o2)cc1	-3	1	-10	54*	-7	1	-1.1	0	-1.5	-4	-10
O=C(O)COc1cccc2ccccc12	-2	-7	-17	-3	-7	3	0.5	3	-1.5	-7	-2
Cc1cc(C(=O)COC(=O)c2ccc(O)cc2)c(C)n1CC1CCCO1 (centres undefined)	8	-2	-13	-5	2	3	0.6	2	-1.6	1	2
O=C(O)COCC(=O)NCc1csc2ccc(Cl)cc12	-1	-7	-13	-5	-4	-15	-1.4	10	-0.9	-3	-12
O=C1Nc2ccccc2N(O)N1c1ccc(Cl)c(Cl)c1	-3	-18	-9	1	3	-6	-0.6	-3	-7.8	105	-10
COc1ccc(NC(=O)c2cc(S(=O)(=O)N(C)C)ccc2N2CCCC2)cc1Cl	-1	-4	-2	-1	0	7	2.0	-3	0.8	-5	14
Cc1cc(C(=O)Nn2c(C3CCCCC3)nc3ccccc3c2=O)ccc1[N+](=O)[O-]	-2	-17	-5	-3	0	12	1.1	-5	0.2	253	5
CCOc1ncccc1C(=O)Nc1ccc2c(C)cc(=O)oc2c1	-2	5	0	-11	0	-6	-0.5	-8	0.0	15	14
Cc1noc(C)c1S(=O)(=O)N1CCCC1C(=O)NC(C)(C)C (centres undefined)	0	3	4	1	-2	-2	-1.1	2	0.2	-15	-1
CC1(c2nnc(-c3cccc(Cl)c3)o2)CC(c2cccc(Cl)c2)=NO1 (centres undefined)	x	10	-14	-4	-4	5	1.1	1	2.0	-5	x
